Bioassay records: PubChem BioAssay, The Scripps Research Institute Molecular Screening Center
ADAM17 inh – ADAM17 inhibition, QFRET primary screen; AID 720648; inhibition, % at 6.95 µM; recombinant ADAM17, EDANS/DABCYL FRET peptide cleavage; 0.83% of 370,000 active; P78536;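 active means inhibition above the mean of compounds lying between control limits plus 3 SD, set per campaign, cut at about 8.5% in these data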;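 further: 0% = DMSO-only wells as the low control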
ASAP1 GAP inh – inhibitors of human ASAP1 ArfGAP activity; AID 624377; Q9ULH1; inhibition, % at 16.5 µM; 0.19% of 360,000 active; ASAP1-stimulated ARF1 GTP hydrolysis, GDP FP detection; in the data active means inhibition above about 25%;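 further: 0% = vehicle with enzyme and substrate and 100% = no enzyme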
Target sequence (Q9ULH1 325-724 limits assumed): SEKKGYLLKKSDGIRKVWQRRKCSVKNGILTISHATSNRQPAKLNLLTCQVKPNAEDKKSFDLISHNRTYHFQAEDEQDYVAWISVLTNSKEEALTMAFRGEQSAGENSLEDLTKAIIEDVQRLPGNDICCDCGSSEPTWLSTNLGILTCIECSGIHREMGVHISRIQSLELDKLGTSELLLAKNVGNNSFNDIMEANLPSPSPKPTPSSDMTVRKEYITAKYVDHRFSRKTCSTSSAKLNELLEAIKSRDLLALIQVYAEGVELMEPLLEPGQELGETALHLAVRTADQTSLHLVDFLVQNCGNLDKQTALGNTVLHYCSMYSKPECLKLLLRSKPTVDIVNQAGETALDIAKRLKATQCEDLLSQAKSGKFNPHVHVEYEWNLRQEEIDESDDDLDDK
MBD2 inh – inhibitors of human MBD2 binding to methylated oligonucleotide. Q9UBB5. TR-FRET. inhibition, % at 4.4 µM. 0.31% of 370,000 active. AID 686964; in the data active means inhibition above about 13%
KLK7 zymogen act – activators of human kallikrein-7 zymogen; P49862; purified proKLK7, EDANS-DABCYL substrate fluorescence; 100% is mature enzyme control, 0% vehicle; activation, % at 7 µM; 0.9% of 370,000 active; AID 652039;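 active means activation above the mean of all tested compounds plus 3 SD, computed per campaign excluding outliers beyond control limits, cut at about 13% in these data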
Target sequence (P49862 whole entry, looked up): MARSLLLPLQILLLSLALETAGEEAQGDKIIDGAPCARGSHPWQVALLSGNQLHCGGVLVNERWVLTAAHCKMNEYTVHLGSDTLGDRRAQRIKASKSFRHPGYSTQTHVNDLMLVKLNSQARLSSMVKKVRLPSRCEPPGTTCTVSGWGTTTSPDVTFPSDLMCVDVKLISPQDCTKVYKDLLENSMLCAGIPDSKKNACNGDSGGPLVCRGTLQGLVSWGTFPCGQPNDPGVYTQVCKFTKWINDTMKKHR
DDE Tn7 FP inh – DD(E)-Tn7 binding inhibition, primary FP screen. P02675. FP displacement of FITC-Tn7 peptide from fibrin DD(E); 0% = median of compound wells per plate. inhibition, % at 8.3 µM. 0.13% of 370,000 active. AID 720508;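 active means inhibition above the mean of compounds falling within the control limits plus 3 SD of them, cut at about 14% in these data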;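 further: 0% = plate median of compound wells and 100% = 10 µM Aha-Tn7 peptide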
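Also added: labelled Tn7 tracer, 0.1 µM; Assay system: human fibrin DD(E) protein; Amount: 2 µM fibrin DD(E); Schedule: 10 min compound pre-incubation, 3 h probe incubation at room temperature; Repeats: one replicate per compound; Read-out basis: percent inhibition; Measured by: fluorescence polarization of the labelled Tn7 tracer.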
ARFGAP1 inhibitor – inhibitors of rat ARFGAP1; AID 651572; 0.26% of 360,000 active; inhibition, % at 16.5 µM; Q62848; Arfgap1-stimulated ARF1 GTP hydrolysis, GDP FP detection;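 active means inhibition above a per-plate limit, mean inhibition of low control wells plus 3 SD, cut at about 25% in these data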;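 further: 0% = DMSO wells with enzyme and 100% = wells lacking Arfgap1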
Target sequence (Q62848 1-136 limits assumed): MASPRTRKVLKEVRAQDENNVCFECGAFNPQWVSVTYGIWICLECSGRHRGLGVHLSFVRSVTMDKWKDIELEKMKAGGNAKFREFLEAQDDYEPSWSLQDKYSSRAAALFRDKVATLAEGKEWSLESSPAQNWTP
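Material: rat Arfgap1 GAP domain (His6, aa 1-136), purified enzyme. Also added: human ARF1(Δ1-17)-GTP substrate. Compound dosing: 16.5 µM single point, 1.26% DMSO. Timing: enzyme reaction 120 min at 25 °C after 20 min preincubation. Signal: GDP detection by fluorescence polarization. Read-out basis: percent inhibition of GAP-stimulated GDP formation, scaled between DMSO and no-Arfgap1 medians.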
Tn6 DDE FP – DD(E)-Tn6 binding inhibition, primary FP screen; Fibrin DD(E) TRITC-Tn6 fluorescence polarization displacement; inhibition, % at 8.3 µM; 0.21% of 370,000 active;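 active means inhibition above a per-campaign cutoff: mean of compounds within control limits plus 3 SD, cut at about 15% in these data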;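 further: 0% = median of all compound wells on the plate and 100% = blocking peptide control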
UHRF1 MBD2 ctr – UHRF1 methyl-DNA binding inhibition. UHRF1 binding to methylated oligo, TR-FRET. inhibition, % at 4.4 µM. 0.75% of 370,000 active. Q96T88; in the data active means inhibition above about 21%;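 further: UHRF1 SRA domain binding a hemimethylated CpG hairpin DNA probe; 0% = median of test compound wells and 100% = reference inhibitor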
PLCg1 inh – inhibitors of human phospholipase C gamma1 | P19174 | purified PLC-gamma1, fluorogenic substrate, fluorescence | inhibition, % at 12.2 µM | 0.84% of 370,000 active; in the data active means inhibition above about 9.5%
PLC-beta3 inh – inhibitors of human phospholipase C beta3. Q01970. Purified PLC-beta3, fluorogenic substrate, fluorescence. inhibition, % at 12.2 µM. 0.18% of 370,000 active; in the data active means inhibition above about 11%;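 further: 0% = median of compound wells on plate and 100% = full blocker control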
Starred values were filed as active, the others as inactive; / = not tested or not shown.

molecule,ADAM17 inh,ASAP1 GAP inh,MBD2 inh,KLK7 zymogen act,DDE Tn7 FP inh,ARFGAP1 inhibitor,Tn6 DDE FP,UHRF1 MBD2 ctr,PLCg1 inh,PLC-beta3 inh
N#Cc1ccccc1NC(=O)COC(=O)C1CCN(C(=O)c2ccc(Cl)cc2)CC1,-1,-8,-4,-0.5,0,-6,9,1,-3,-9
COc1cc(C=NNC(=O)c2cccnc2)ccc1OC(=O)c1ccccc1F,-1,-10,5,0.1,4,-8,-3,0,1,-5
Cc1cc(C)cc(NC(=O)COC(=O)c2n[nH]c3ccccc23)c1,0,9,7,0.6,0,21,0,3,5,-7
NC(=O)C1CC(=O)N(c2ccc(OCc3ccc(Cl)cc3)cc2)C1 (stereo unspecified),-1,5,-2,-0.1,-1,10,2,2,-1,-1
Cc1cccc(NC(=O)COC(=O)c2ccc(C)c(S(=O)(=O)N3CCCCC3)c2)c1,6,-4,4,0.7,2,6,-4,-3,0,1
Cc1c(N=C2C(=O)Nc3ccccc32)c(=O)n(-c2ccccc2)n1C,1,6,-13,-0.4,-3,11,-5,-7,-9,-6
NC(=O)c1coc(-c2ccccc2)n1,0,-14,-4,-0.1,1,4,1,-2,3,-3
Cc1ccc(NC(=S)N/N=C/c2c(C)[nH]c3ccccc23)cc1,1,6,2,-2.1,-5,14,-8,-3,-18,-30
CCc1cccc(NC(=O)CCNS(=O)(=O)c2ccc3c(c2)oc(=O)n3C)c1,-2,-8,4,0.5,-4,20,0,3,0,-4
FC(F)(F)c1cc(CO[C@@H]2CCCN[C@@H]2c2ccccc2)cc(C(F)(F)F)c1,7,0,-9,-0.3,-1,6,-11,1,10*,9
CN1CCN(C(=S)NCCc2ccccc2)CC1,-1,2,0,0.2,-10,-1,4,2,-2,4
CCOC(=O)C1=C(C)NC(C)=C(C(=O)OCC)C1C(=O)OCC(=O)NC1(C#N)CCCCC1,-34,-13,-2,0.9,3,0,4,-2,-98,-116
CCCCn1nc(C(=O)NCC2COc3ccccc3O2)c2ccccc2c1=O (stereo unspecified),-2,-5,2,-0.3,3,-6,-3,-2,-1,-1
COc1ccc(-n2c(CNC(=O)COc3ccc(Cl)cc3)n[nH]c2=S)cc1,2,6,1,-0.4,0,1,3,-1,-2,1
COc1cccc(C(=O)NN2c3ccccc3CCc3ccccc32)c1,-2,3,3,-0.5,2,6,-7,1,0,2
COc1ccc(-c2ccc(N3C(c4ccsc4)=Cc4ccc(F)cc4C3c3c[nH]c4ccccc34)cc2)cc1 (stereo unspecified),3,5,1,-0.7,-6,19,-10,-1,-13,-22
Cc1ccc(-n2cc(C(=O)c3ccc4ccccc4c3O)cn2)cc1,0,-11,-1,0.4,-3,4,-5,-2,1,0
COc1ccccc1/C=N/NC(=O)c1cccc(OC(F)(F)C(F)F)c1,2,0,-1,-0.1,9,-6,-1,-4,-3,-5
CC(=O)Oc1ccc2c(=O)oc(-c3ccccc3C)nc2c1,3,-6,-2,-0.1,-6,8,1,14,3,-1
Cc1ccc(N2CCN(/N=C/c3cccs3)CC2)cc1,2,2,-1,0.2,-3,-7,-6,1,4,6
COc1ccc2c(c1)c(C)cc[n+]2Cc1ccccc1,-146,-3,-3,6.8,6,19,1,0,-82,-103
S=C(Nc1ccccc1)N1CCN(C2CCCCC2)CC1,-2,8,-5,-0.4,6,10,4,-2,-2,4
CCC(=O)Nc1cc2[nH]c(=O)cc(C)c2cc1C,-59,5,2,-0.3,2,6,-2,0,-13,-16
COc1ccc(C(=O)N/N=C/c2sc(N3CCOCC3)nc2-c2ccccc2)cc1OC,-8,0,-4,-1.2,3,-3,3,-1,-21,-37
CN(C)c1ccc(S(=O)(=O)N(C)C)cc1NC(=O)Cc1cccc2ccccc12,5,-7,2,0.2,3,11,1,4,1,-10
COc1ccc(S(=O)(=O)N(C)c2ccc(OC(=O)C(C)Oc3ccc(F)cc3)cc2)cc1 (stereo unspecified),1,7,10,0.0,-2,5,-4,3,3,-4
CCCCNC(=O)Cn1c(=O)c2c(ncn2CC)n(Cc2ccccc2)c1=O,2,12,-4,0.6,1,9,-1,0,5,1
O=C(Cc1ccccc1)Nc1ccccc1C(=O)NCC1CCCO1 (stereo unspecified),-3,5,-1,-0.2,1,-3,-1,-2,-2,-6
COc1ccccc1NC(=O)Nc1nc(CC(=O)Nc2ccc(OC)c(OC)c2)cs1,4,2,-3,-0.1,0,-6,5,2,1,4
Cn1nc([N+](=O)[O-])nc1Sc1ccc(Cl)cc1,3,8,3,-0.2,-2,0,-2,6,-2,-4
Cc1cccc(NC(=O)C(C)Sc2nc3ccccc3c(=O)n2CCCN2CCOCC2)c1 (stereo unspecified),-4,-2,-1,-0.4,-1,-3,2,-1,7,1
COc1ccccc1NC(=O)CSc1ncc(CO)n1Cc1ccc(F)cc1,-2,-9,3,-0.7,2,0,-4,1,2,-4

Only PLCg1 inh and KLK7 zymogen act (2 entries from above):
| structure | PLCg1 inh | KLK7 zymogen act |
| --- | --- | --- |
| Cc1cccc(NC(=O)C(C)Sc2nc3ccccc3c(=O)n2CCCN2CCOCC2)c1 (stereo unspecified) | 7 | -0.4 |
| COc1ccccc1NC(=O)CSc1ncc(CO)n1Cc1ccc(F)cc1 | 2 | -0.7 |

Next records follow:
molecule,ADAM17 inh,ASAP1 GAP inh,MBD2 inh,KLK7 zymogen act,DDE Tn7 FP inh,ARFGAP1 inhibitor,Tn6 DDE FP,UHRF1 MBD2 ctr,PLCg1 inh,PLC-beta3 inh
COc1ccc(Br)cc1CN(C)C(=O)C1=CC=CN2CCS(=O)(=O)N=C12,-7,2,6,0.1,4,-4,-5,6,-8,-5
Cc1cccc(C2CC(c3ccc(Br)cc3)Nc3nc(N)nn32)c1 (stereo unspecified),-41,-8,5,-0.9,-4,-8,-3,8,-50,-62
COC(=O)[C@]12C[C@H](CC(=O)N3CCSCC3)C(=O)N(Cc3cccc4ccccc34)C1=C[C@H](C(C)C)O[C@@H]2C1CC1,6,/,-2,0.1,-6,/,-5,1,1,4
CCOc1ccc(/C=C2/SC(=S)N(CCC(=O)Nc3ccc(C(=O)O)cc3)C2=O)cc1,1,-5,3,-0.2,4,2,-4,-2,0,-7
Cc1ccc(-c2nn3cnnc3c3ccccc23)cc1C,-9,-4,8,-0.3,-5,-2,1,3,-3,-4
COc1cc(C(C)=O)ccc1OCC(O)CN1CCN(c2ccccn2)CC1 (stereo unspecified),2,-4,0,0.2,-4,4,7,-2,-2,-2
Cc1ccc(C(=O)NNC(=O)c2ccccc2O)cc1S(=O)(=O)N1CCCCC1,0,0,-2,-0.1,-1,-2,-2,-2,0,-11
CCc1cc(=O)oc2c(C)c(OCC(=O)NCCN3CCOCC3)ccc12,-26,-19,1,1.0,4,-1,0,-2,-3,-5
CCN(CC)C(=O)[C@H]1CC(CC(=O)NC/C=C(\C)CCC=C(C)C)C(=O)N2CCc3c([nH]c4ccccc34)[C@]12C (stereo partly specified),2,-1,3,0.6,4,8,-5,4,0,4
Cc1nc2ccccc2n1C1CCN(CC(=O)Nc2ccccc2Br)CC1,3,0,-6,0.3,-2,-6,-7,-3,1,1
Cc1cc(C)c(-c2c(O)c3cnn(-c4ccccc4)c3[nH]c2=O)c(C)c1,3,-6,-5,0.2,-2,-5,9,3,8,5
NC(=O)[C@H]1CC2(CC(c3cccc(NC(=O)COc4ccc(Cl)cc4)c3)=NO2)CN1C(=O)c1ccc(Cl)cc1 (stereo partly specified),14*,6,4,1.2,-7,10,2,1,9,2
O=c1[nH]c(-c2ccccc2)nc2sc(-c3ccccc3)cc12,-8,1,-3,-0.4,-3,8,-1,0,-13,-31
CS(=O)(=O)Nc1ccc(C2=NN(C(=O)c3cccc(F)c3)C(c3cccs3)C2)cc1 (stereo unspecified),1,12,1,-0.9,6,-3,0,2,-23,-31
CC(NC(=O)c1ccccc1Br)c1nnc(SCC(=O)NC2=NCCS2)n1C (stereo unspecified),-3,0,1,0.5,8,11,2,4,-1,-9
Cc1cc(Nc2ccc(Br)cc2F)n2nc(C)nc2n1,-5,-9,4,-0.1,10,-13,-6,4,-5,-3
COc1ccc(OC)c(S(=O)(=O)Nc2ccc(C(C)=O)cc2)c1,-4,6,0,-0.4,-1,-17,10,-1,3,1
CCc1ccc2[nH]c(=O)c(CN(Cc3ccc4c(c3)OCO4)Cc3nnnn3C3CCCC3)cc2c1,-2,6,2,-0.9,-3,-4,-2,1,-6,-15
O=C1N=c2ccccc2=C1c1sc(NS(=O)(=O)c2ccccc2)nc1O,0,10,-13,-0.1,-6,14,-5,-1,0,-1
COc1ccc(S(=O)(=O)N2CCN(c3ccc(F)cc3)CC2)cc1C(=O)N1CCCC1,-3,13,6,0.1,0,2,-2,0,-1,-5
COc1cc(NS(=O)(=O)c2c(C)[nH]c(C)c2C(=O)N2CCCCC2)cc(OC)c1OC,-4,-8,-1,-0.2,-7,4,0,-1,3,2
Cc1cc(C)n(-c2nnc(C)n2/N=C/c2cc(Br)ccc2OCc2ccccc2)n1,-3,0,-1,-0.6,0,6,8,-2,0,-1
O=C(NC(=S)Nc1ccc(Cc2ccncc2)cc1)c1ccccc1F,12*,-2,2,0.4,-2,-1,-6,5,15*,-4
O=[N+]([O-])c1ccc(N(c2ccccc2)c2ccccc2)cc1,-1,15,1,2.3,2,-3,-1,15,-86,-121
CCCCCCn1nc(C(=O)N(CCOC)c2c(N)n(CCCC)c(=O)[nH]c2=O)c2ccccc2c1=O,-9,-4,3,-0.4,-9,-4,-2,0,-4,-10
O=C(O)c1cc(O)c2c(c1)C(=O)c1cc(O)cc(O)c1C2=O,-2,-1,-3,0.1,-4,-3,-4,26*,7,5
CCCCC[C@H](O)/C=C/[C@@H]1[C@@H](C/C=C\CCCC(=O)O)[C@@H](O)C[C@H]1O,-6,-3,-5,-0.2,-1,1,1,1,-1,-3
CCC(CC)C1C(C#N)=C(N)Oc2cc(C)oc(=O)c21 (stereo unspecified),2,-2,-1,-0.3,-2,4,9,-3,4,2
Cc1nc2sccn2c(=O)c1S(=O)(=O)N1CCN(c2ccc(F)cc2)CC1,-1,1,4,0.5,3,7,-6,1,0,1
CCCC(=O)Nc1c2c(nn1-c1ccc([N+](=O)[O-])cc1)CS(=O)(=O)C2,-6,0,1,-2.0,7,6,-4,0,1,-5
Cc1ccc2nc(-c3ccc(NC(=O)CN4CCN(C(=O)c5ccco5)CC4)cc3)sc2c1,-138,1,2,-181,1,1,3,-2,-113,-137
CCC(=O)N[C@H]1C=C[C@H](CC(=O)OC)O[C@@H]1CO,-2,0,3,0.0,4,0,-2,0,1,-1
